Screening data from PubChem.
N370S GC mod – N370S glucocerebrosidase modulation, Gaucher chaperone candidate | N370S GC spleen homogenate, 4MU-glucoside fluorescence | Potency, µM (top dose mostly 59.4 µM), without a hit: at the top dose activity change, negative = inhibition, actives largely listed as inhibitors | 0.092% of 330,000 active | AID 2101;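 further: 0% = full enzyme activity and -100% = no enzyme basal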
TDP1 block – TDP1 (human) enzyme inhibition. Q9NUW8. recombinant TDP1, AlphaScreen DNA substrate cleavage. Potency, µM (series often up to 130 µM), for inactives: at the highest dose activity change, negative = inhibition, usual class: inhibitors. 0.28% of 350,000 active; further: nearly all actives have a fitted effect of over 40% in size
Target sequence (Q9NUW8 whole entry, looked up): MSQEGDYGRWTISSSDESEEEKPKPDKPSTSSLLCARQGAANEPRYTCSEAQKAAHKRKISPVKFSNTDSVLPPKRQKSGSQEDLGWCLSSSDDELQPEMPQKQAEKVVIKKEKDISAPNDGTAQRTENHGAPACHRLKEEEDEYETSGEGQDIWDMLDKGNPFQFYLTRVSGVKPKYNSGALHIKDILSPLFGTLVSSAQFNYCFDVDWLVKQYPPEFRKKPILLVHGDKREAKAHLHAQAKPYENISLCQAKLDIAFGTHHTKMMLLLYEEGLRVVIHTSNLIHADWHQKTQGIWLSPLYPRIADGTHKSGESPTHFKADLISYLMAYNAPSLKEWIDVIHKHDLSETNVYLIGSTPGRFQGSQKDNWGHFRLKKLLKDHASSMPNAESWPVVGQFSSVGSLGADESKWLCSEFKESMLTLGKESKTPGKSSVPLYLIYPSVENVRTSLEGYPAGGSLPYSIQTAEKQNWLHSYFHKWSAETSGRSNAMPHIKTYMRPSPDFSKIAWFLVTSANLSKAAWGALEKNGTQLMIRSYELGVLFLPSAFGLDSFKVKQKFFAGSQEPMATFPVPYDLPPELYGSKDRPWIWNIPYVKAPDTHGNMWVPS
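E. coli-derived human Tdp1, 1 nM final. Cpd preinc 15 min RT; substrate 15 nM final, 5 min RT; AS bead mix 10 ug/ml final, 10 min RT. Signal loss = tyrosine-FITC cleavage. No-enzyme wells = max signal.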
FEN1 inhibitor – blocks human flap endonuclease 1; P39748; Recombinant FEN1 flap cleavage, fluorescence, 15 min; AID 588795; 0.35% of 390,000 active; Potency, µM (titrated, usually from 114 µM), for inactives: top-dose activity change, negative = inhibition, most hits filed as inhibitors; further: nearly all actives have a fitted effect of over 65% in size
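Reaction started by adding substrate (50 nM final) to 10 nM enzyme after 15 min room-temperature compound preincubation. Reads at 0 and 15 min, with data normalized and fitted to a four-parameter Hill equation.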
Active calls of the source: *; ? = inconclusive; · = not tested or not shown; [ ] = another dose, or the depositor's remark. The call rests on the fitted dose curve; in most records, active means well fitted curve in the direction sought with a large enough effect; inconclusive means small, poorly fitted or top-dose-only effect, or another doubt; inactive means no such curve, though single readings can be large; an effect the other way counts as inactive or inconclusive. Unless noted, on the % scale 0 is the no-effect control and ±100 the full control effect; potency means the concentration at half of the fitted maximal effect.

cpd | compound | N370S GC mod | TDP1 block | FEN1 inhibitor
1 | CN(Cc1cccc(Cl)c1)C(=O)C1CCC(=O)N(C2CC2)C1 (stereo not given) | 0% | 1% | -2%
2 | COc1ccccc1/C=C/c1nc(C#N)c(NCCc2ccccc2)o1 | · | 2% | -22%
3 | CC(NC(=O)c1cc2cc(Br)ccc2oc1=N)c1ccccc1 (stereo not given) | 0% | 5%[56.1 µM] | 10%
4 | O=C(Nc1ccccc1)OC1CC2CC1C1CCCC21 (stereo not given) | 30% | 0% | -14%
5 | CCN(CC)C(=O)N1CCN(S(=O)(=O)c2ccc(C)cc2)CC1 | · | 6% | 6%
6 | CN(Cc1c(C(=O)N(C)Cc2ccccc2)nc2ccccn12)CC1Cc2ccccc2O1 (stereo not given) | 3% | 8% | 13%
7 | O=C(NCC(NS(=O)(=O)OCC(Cl)(Cl)Cl)c1ccccc1)C(F)(F)F (stereo not given) | 4% | · | -11%
8 | CCC(=O)N(Cc1cc(=O)[nH]c2ccccc12)c1ccccc1OC | -16% | · | 3%
9 | COc1ccc(C2=NOC(Cn3nc(C(=O)NCc4ccc(C)cc4)cc3-c3ccccc3)C2)cc1 (stereo not given) | ? | 2% | -15%
10 | CC(=O)Nc1ccccc1C(=O)C(=O)Nc1cccc(C(=O)NCc2ccccc2)c1 | 1% | 5% | -13%
11 | Cc1ccc(Nc2nnc(-c3ccc(C)c(S(=O)(=O)N4CCOCC4)c3)c3ccccc23)cc1 | · | 0%[12.3 µM] | -22%
12 | Cc1noc(C)c1COc1ccc(CC(=O)NCCc2ccccc2)cc1 | -3% | 3% | 6%
13 | CCc1ccccc1NC(=O)c1cc([N+](=O)[O-])ccc1N1CCOCC1 | 3% | 1% | 17%
14 | COC(=O)c1sc(-c2ccc(C(C)(C)C)cc2)cc1NC(=O)COCC(=O)O | 5% | · | -7%
15 | COc1cccc(CNC(=O)c2ccc3c(c2)nnn3C2CCCC2)c1 | · | 3% | 3%
16 | CC(C)c1ccc(NC(=O)C2=CC=CN3CCS(=O)(=O)N=C23)cc1 | 19% | -3% | -2%
17 | Cc1ccc(S(=O)(=O)N2CCC(C(=O)NNS(=O)(=O)c3ccc(Cl)cc3)CC2)cc1 | -1% | -10% | 4%
18 | CC(Sc1n[nH]c(N)n1)C(=O)NC1CCCCC1C (stereo not given) | -3% | 5% | -9%
19 | COCCN(C(=O)c1c(C)noc1C)c1c(N)n(CC(C)C)c(=O)[nH]c1=O | · | ? | -9%
20 | O=C(Cc1cccs1)N/N=C/C=C/c1ccccc1 | -2% | -4% | 13%

Retrieved by compound from the list above, three records:
cpd | compound | N370S GC mod | TDP1 block | FEN1 inhibitor
16 | CC(C)c1ccc(NC(=O)C2=CC=CN3CCS(=O)(=O)N=C23)cc1 | 19% | -3% | -2%
15 | COc1cccc(CNC(=O)c2ccc3c(c2)nnn3C2CCCC2)c1 | · | 3% | 3%
18 | CC(Sc1n[nH]c(N)n1)C(=O)NC1CCCCC1C (stereo not given) | -3% | 5% | -9%

Complete entries, looked up by structure:
Results for `O=C(Nc1ccccc1)OC1CC2CC1C1CCCC21` (stereo not given) : N370S GC mod = 30%; TDP1 block = 0%; FEN1 inhibitor = -14%
Results for `O=C(NCC(NS(=O)(=O)OCC(Cl)(Cl)Cl)c1ccccc1)C(F)(F)F` (stereo not given) : N370S GC mod = 4%; TDP1 block = ·; FEN1 inhibitor = -11%
Results for `CN(Cc1cccc(Cl)c1)C(=O)C1CCC(=O)N(C2CC2)C1` (stereo not given) : N370S GC mod = 0%; TDP1 block = 1%; FEN1 inhibitor = -2%

Later entries.
cpd | compound | N370S GC mod | TDP1 block | FEN1 inhibitor
21 | Cc1ccc(CNC(=O)C2CCC(=O)N(Cc3ccccc3F)C2)s1 (stereo not given) | 0% | 2% | 18%
22 | CCOc1ccc(NC(=O)CN2C(=O)C(C)SC(C)C2=O)cc1 (stereo not given) | 5% | -7% | 5%
23 | COc1ccc(Cl)cc1NC(=O)CN1CCN(S(=O)(=O)c2ccc(F)cc2)CC1 | -1% | · | 0%
24 | O=C(Nc1ccncc1)c1cccs1 | -11% | 0% | 1%
25 | COc1ccccc1N1CCN(S(=O)(=O)CCNC(=O)C23CC4CC(CC(C4)C2)C3)CC1 | -11% | 5% | -1%
26 | O=c1ccc(-c2ccc([N+](=O)[O-])cc2)nn1-c1ccccc1 | -3% | 3% | -1%
27 | CN(C)c1nc(N)nc(-c2ccco2)n1 | 4% | 5% | -2%
28 | CNC(=O)C(=O)N/N=C/c1ccc(Br)cc1 | -2% | 3% | 0%
29 | Cc1ccc(S(=O)(=O)c2nnn3c2nc(N2CCOCC2)c2ccccc23)c(C)c1 | -11% | 15% | -20%
30 | CCNc1nc(N)nc(Oc2ccc(OCc3ccccc3)nn2)n1 | -3% | 7% | 2%
31 | COc1cc(/C=C2\SC(=O)N(Cc3ccc(F)cc3)C2=O)cc([N+](=O)[O-])c1O | -3% | 5% | ?
32 | CCCCSc1cc(C)nc(N)n1 | 2% | 1% | 8%
33 | O=S(=O)(Cc1nnnn1-c1ccc(Br)cc1)c1ccc(F)cc1 | -8% | 4% | 9%
34 | Cc1ccc(SCC(=O)NCCN2C(=O)CSC2=O)c(C)c1 | 7% | 5% | 8%
35 | COc1ccccc1-c1nnc(SCC(=O)N2CCCC2)o1 | 2% | 0% | -3%
36 | O=C(c1ccco1)N1CCN(C(=O)c2[nH]ncc2[N+](=O)[O-])CC1 | 19% | 1% | -1%
37 | COc1ccc2c(c1)CCCN2S(=O)(=O)c1ccc(Cl)cc1 | ? | -18% | 3%
38 | Cc1cccc(Cc2cnc(NC(=O)c3ccc4c(c3)CC(c3ccccc3)OC4=O)s2)c1 (stereo not given) | · | 7% | 8%
39 | CC(C)(CNC(=O)c1ccc(NS(=O)(=O)c2ccc(F)c(F)c2)cc1)N1CCOCC1 | -24% | -2% | -2%
40 | O=C(COC(=O)c1ccc(F)c(S(=O)(=O)N2CCOCC2)c1)NCCc1ccccc1 | -6% | 3% | 12%

Given with each value named: three of the compounds above
30. CCNc1nc(N)nc(Oc2ccc(OCc3ccccc3)nn2)n1
  N370S GC mod = -3%
  TDP1 block = 7%
  FEN1 inhibitor = 2%
31. COc1cc(/C=C2\SC(=O)N(Cc3ccc(F)cc3)C2=O)cc([N+](=O)[O-])c1O
  N370S GC mod = -3%
  TDP1 block = 5%
  FEN1 inhibitor = ?
32. CCCCSc1cc(C)nc(N)n1
  N370S GC mod = 2%
  TDP1 block = 1%
  FEN1 inhibitor = 8%

Next results
cpd | compound | N370S GC mod | TDP1 block | FEN1 inhibitor
41 | COc1ccc(CNC(=O)CCn2cccc2)cc1 | ? | 6% | 1%
42 | CN(C(=O)CSc1nc(C2CCCC2)nc2c1c(=O)n(C)c(=O)n2C)c1ccccc1 | · | 5% | 7%
43 | c1ccc(CN2CCN(Cc3c[nH]c4ccccc34)CC2)cc1 | -21% | · | -3%
44 | Cc1ccc(-n2c(C)cc(/C=C3\SC(=O)NC3=O)c2C)cc1 | 3% | · | 2%
45 | CC(Oc1ccccc1)C(=O)Nc1nnc(S(=O)(=O)N(C)c2ccccc2)s1 (stereo not given) | -3% | 5% | -5%
46 | COc1ccc(OC)c(NC(=O)CS(=O)(=O)Cc2ccccc2)c1 | -6% | 4% | -3%
47 | CC(=O)C1=C(C)NC(SCC(=O)c2ccc(Cl)cc2Cl)=C(C#N)C1c1ccco1 (stereo not given) | 5%[2.35 µM] | 1% | -10%
48 | COC(=O)/C=C/c1ccc(-n2cncn2)cc1 | 3% | -2% | -4%
49 | C=CCNC(=O)C1CCN(c2ccc(S(=O)(=O)N3CCOCC3)cc2[N+](=O)[O-])CC1 | -4% | -3% | 1%
50 | CCN1c2ccccc2NC2N=C(OC)C(c3ccccc3)C21 (stereo not given) | 31% | -5% | -17%
51 | Cc1ccc(NC(=O)C2(NC(=O)c3ccccn3)CCCCC2)cc1Br | ? | -3% | -6%
52 | COc1ccc(C(CNC(=O)c2cccc(S(=O)(=O)N3CCCC(C)C3)c2)N(C)C)cc1 (stereo not given) | · | 2% | -13%
53 | CC(C)c1nc2sc3c(c2c(=O)[nH]1)CC(C)(C)OC3 | -3% | · | -7%
54 | COc1ccc(Cl)cc1NC(=O)CSc1nc(=O)n(Cc2ccco2)c2c1CCC2 | · | 5% | -4%
55 | Cc1onc(-c2c(Cl)cccc2Cl)c1-c1nc2cc(Cl)ccc2c(=O)o1 | 11% | -2% | -11%
